Screening results (PubChem)
PME-1 primary – PME-1 (human) inhibition; recombinant PME-1, FP-Rh probe fluorescence polarization; inhibition, % at 5.9 µM; hit rate 0.53% among 320,000; AID 2130;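 active = inhibition above the campaign mean of all compounds plus 3 SD, cut at about 26% in these data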;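 also: competitive labeling of PME-1 active site by serine hydrolase directed probe; 0% = PME-1 with DMSO and 100% = wells lacking PME-1 enzyme; inhibitors block probe labeling so polarization falls and inhibition rises; many of its hits are not listed in these tables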
GRK2 inh – inhibitors of human GRK2 displacing RNA aptamer | P25098 | bead flow cytometry, FAM-aptamer displacement from GRK2 | inhibition of aptamer binding, % at 10 µM | hit rate 0.59% among 330,000;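 active = inhibition of aptamer binding above 40%, roughly 3 SD of noise, on plates passing a quality check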;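 also: median bead fluorescence of bound FAM aptamer so fluorescent compounds give negative values; no value below 0 was filed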
Target sequence (P25098 whole entry, looked up): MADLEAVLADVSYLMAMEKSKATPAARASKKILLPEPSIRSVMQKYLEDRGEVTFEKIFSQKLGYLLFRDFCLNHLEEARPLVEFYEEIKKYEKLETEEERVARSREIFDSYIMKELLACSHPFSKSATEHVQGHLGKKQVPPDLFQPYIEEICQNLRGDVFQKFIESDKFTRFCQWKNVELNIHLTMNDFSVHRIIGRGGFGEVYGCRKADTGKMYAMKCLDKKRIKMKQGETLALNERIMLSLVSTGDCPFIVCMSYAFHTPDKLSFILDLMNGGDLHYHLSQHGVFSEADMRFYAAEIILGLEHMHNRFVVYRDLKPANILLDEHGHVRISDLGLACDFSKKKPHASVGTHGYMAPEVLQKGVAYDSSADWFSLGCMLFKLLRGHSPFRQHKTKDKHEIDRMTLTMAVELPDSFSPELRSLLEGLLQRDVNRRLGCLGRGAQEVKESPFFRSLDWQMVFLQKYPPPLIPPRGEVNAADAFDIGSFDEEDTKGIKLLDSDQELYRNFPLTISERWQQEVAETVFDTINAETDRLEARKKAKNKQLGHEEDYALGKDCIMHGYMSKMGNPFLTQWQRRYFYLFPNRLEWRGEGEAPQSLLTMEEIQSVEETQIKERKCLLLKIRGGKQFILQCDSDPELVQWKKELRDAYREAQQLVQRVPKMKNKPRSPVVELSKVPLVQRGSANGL
MEX-5 binding – C. elegans MEX-5 TCR-2 RNA binding activity; MEX-5/FITC-TCR2 RNA binding, fluorescence polarization; stronger effect = lower value; activity score (negative = inhibition of binding), % at 10 µM; hit rate 0.38% among 300,000; Q9XUB2;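 active = inhibition past about -25% in most replicates, and total fluorescence under double the plate's negative control median, limit read from the data; inconclusive = replicates evenly split on the limit, or fluorescence at least double controls; inactive = too little inhibition in most replicates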;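 also: 0% = DMSO and -100% = 5 µM competing unlabeled TCR2 RNA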
Efflux pump mplx – blocks antifungal efflux pumps in multiplex yeast assay | inhibition, % at 10 µM | S. cerevisiae Candida pump triplex, Nile Red efflux | hit rate 0.44% among 330,000;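 active = plate passing quality check with inhibition over a set limit, or well fluorescence over plate mean plus 4 SD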;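 also: Nile Red retained in pooled yeast measured as flow cytometry median fluorescence; 0% = buffer negative control and 100% = Enniatin B positive control; higher means more Nile Red kept so more efflux inhibition; some compounds called inactive have numbers as strong as hits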
Fam108B counter – counter-screen for RBBP9 inhibitors: inhibitors of mouse Fam108B | recombinant Fam108B, FP-Rh probe fluorescence polarization | inhibition, % at 9.51 µM | hit rate 0.33% among 300,000 | AID 1947;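 active = inhibition above the screen mean inhibition plus 3 SD, computed separately per campaign, cut at about 18% in these data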;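 also: inhibitors lower polarization as less probe binds the enzyme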
MCL1 BIM primary – inhibitors of human MCL1 binding to BIM-BH3 peptide. GST-MCL1 / FITC-Bim-BH3 fluorescence polarization. inhibition, % at 10.9 µM. hit rate 0.68% among 320,000. Q07820. AID 2057;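 active = inhibition above the mean inhibition of all tested compounds plus 3 SD, set per campaign, cut at about 40% in these data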;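 also: 0% = DMSO wells and 100% = unlabeled Bim-BH3 peptide control; higher means more loss of mP so more displacement of Bim peptide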
VLA-4 inh – inhibition in a human VLA-4 binding assay | P13612 | VLA-4 expressing cells, ligand binding flow cytometry | hit rate 0.2% among 330,000 | inhibition, % (about 7 µM as worked out from the volumes in the protocol); in the data active = inhibition above about 50%
Bcl-xL primary – inhibitors of human Bcl-xL. GST-Bcl-xL / FITC-Bim BH3 peptide fluorescence polarization. inhibition, % at 10.9 µM. hit rate 0.7% among 320,000. AID 2129;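 active = inhibition above the mean of all tested compounds plus 3 SD, cutoff set per campaign, cut at about 30% in these data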;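 also: 0% = DMSO wells and 100% = unlabeled Bim-BH3 peptide competitor; inhibitors lower millipolarization by displacing the labeled peptide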
Target sequence (Q07817 whole entry, looked up): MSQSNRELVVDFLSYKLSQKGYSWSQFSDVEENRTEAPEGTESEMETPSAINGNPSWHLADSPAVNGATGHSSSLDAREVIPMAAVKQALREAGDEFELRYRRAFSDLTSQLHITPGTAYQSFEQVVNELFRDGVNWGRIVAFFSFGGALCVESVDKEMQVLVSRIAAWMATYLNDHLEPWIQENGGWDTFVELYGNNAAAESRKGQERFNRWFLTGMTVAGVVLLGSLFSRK
GLD-1 RNA inh – GLD-1-TGE RNA interaction inhibition (C. elegans) | Q17339 | purified GLD-1 + fluorescein TGE RNA, fluorescence polarization | inhibition, % at 5.96 µM | hit rate 0.44% among 320,000 | AID 2280;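 active = percent inhibition above a per-plate cutoff, the plate mean of test compounds plus 3 SD, cut at about 30% in these data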;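 also: 0% = DMSO wells with GLD-1 and probe and 100% = wells lacking GLD-1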
* = called active by the depositor; u = inconclusive; x = no result given. The list is partial; count on the stated rates, not on these rows.

SMILES	PME-1 primary	GRK2 inh	MEX-5 binding	Efflux pump mplx	Fam108B counter	MCL1 BIM primary	VLA-4 inh	Bcl-xL primary	GLD-1 RNA inh
Cc1cccc(C(C)C)c1NC(=O)COC(=O)C1CC(=O)N(Cc2ccccc2)C1 (stereo not given)	4	2	-0.1	-0.1	2	-23	7	-6	-4
Cc1ccc(OCC(=O)N/N=C\c2ccc(O)c([N+](=O)[O-])c2)c([N+](=O)[O-])c1	3	0	-0.5	-0.1	8	18	-6	3	-2
CC(C)(C)NC(=O)C12CCC(C)(c3nc4ccccc4nc31)C2(C)C (stereo not given)	-2	0	2.1	-0.1	0	3	6	6	4
Cc1ccc(Oc2ccccc2NC(=O)CSCC(=O)Nc2cc(C)on2)cc1	-1	4	0.8	0.1	-1	6	4	4	-7
O=C(Nc1ccccc1N1CCCC1)c1ccc([N+](=O)[O-])o1	-6	6	4.7	1.9	3	8	-4	9	1
NC(=O)CSc1nc2cc(S(=O)(=O)N3CCOCC3)ccc2o1	x	0	x	0.0	x	x	5	x	4
C[N+]1(C)CC[C@H](OC(=O)[C@@](O)(c2ccccc2)C2CCCC2)C1	2	3	1.1	0.0	0	-4	13	0	9
COc1ccc(C2CC(C(F)(F)F)n3nc(C(=O)NCCN4CCOCC4)cc3N2)cc1 (stereo not given)	-3	0	2.2	0.0	0	4	0	3	-2
COc1cc(-c2[nH]ncc2CN2CCCC2c2nonc2C)cc(OC)c1OC (stereo not given)	-1	0	3.4	0.1	2	4	-1	4	6
COc1ccc(C(C#N)N2N=C(C)CC2(C)C)cc1 (stereo not given)	-6	0	0.2	-0.1	1	-2	5	6	10
CC(C)(C)c1ccc(C(=O)Nc2cccc3c(=O)[nH][nH]c(=O)c23)cc1	-2	0	-0.8	0.0	-2	43*	-19	29	46*
CCNc1oc(COc2cccc(C)c2)nc1C#N	-6	0	-1.3	0.1	1	7	11	6	10
N/C(CN1CCCCC1)=N\S(=O)(=O)c1cc(Cl)cc(Cl)c1	6	0	-1.4	0.1	-2	8	12	7	0
CCCOc1ccc(/C=N/NC(=O)C(C)Sc2ccccn2)cc1OCC (stereo not given)	1	2	-1.3	0.1	0	-6	7	-1	-7
COc1ccccc1N1CCN(C(C)C(=O)N2CC(C)OC(C)C2)CC1 (stereo not given)	4	1	0.8	0.0	0	-5	12	2	7
c1coc(CNc2nc(-c3ccncc3)cs2)c1	-1	8	0.6	0.0	4	6	0	3	1
CCc1noc(C)c1C(=O)N1CCOCC1	2	2	1.1	-0.1	2	1	3	1	0
Cc1cc(C)c(C#N)c(SCC(=O)Nc2ccccc2C(N)=O)n1	12	0	3.0	-0.1	12	6	-9	3	-4
O=C(NCc1cccs1)C1CCCN(S(=O)(=O)c2cnc[nH]2)C1 (stereo not given)	-1	0	-1.6	-0.1	4	-3	3	2	3
CCOC(=O)C1C(=O)Nc2nc(C)nn2C1c1ccccc1 (stereo not given)	-5	2	1.4	0.1	4	4	7	1	3
S=C1NC[C@H](Cc2cccc3ccccc23)N1CC1CCCCC1	3	0	3.7	0.2	0	-1	0	1	9
COc1ccc(/C=N/NC(=O)C2C3CCCCC32C)cc1OC (stereo not given)	-6	0	0.6	-0.1	0	-1	4	1	-1
N#C/C(=C\c1ccco1)C(=O)Nc1ccc(S(N)(=O)=O)cc1	-6	0	-2.0	0.4	-11	1	8	2	-1
Cc1ccc(NC(=O)N2CCN(C)CC2)cc1NC(=O)N1CCN(C)CC1	-1	0	-2.3	-0.1	3	-2	3	2	-3
CC(OC(=O)c1cccc(-n2cnnn2)c1)C(=O)c1ccccc1 (stereo not given)	5	1	0.8	0.0	1	2	24	3	1

Remaining list, next part:
SMILES	PME-1 primary	GRK2 inh	MEX-5 binding	Efflux pump mplx	Fam108B counter	MCL1 BIM primary	VLA-4 inh	Bcl-xL primary	GLD-1 RNA inh
Nc1ccc(N=Nc2ccccc2)c2ccccc12	11	2	2.6	-0.3	9	-1	0	-2	2
Cc1ccc(S(=O)(=O)N/N=C2/CC(c3ccccc3)Oc3ccccc32)cc1[N+](=O)[O-] (stereo not given)	15	0	1.5	0.0	8	12	6	2	4
C(=N/N1CCN(c2ccccc2)CC1)/c1ccncc1	5	0	1.0	0.0	0	2	3	7	7
O=C1C(C2=NC(C(=O)O)C3C(=O)N(c4ccc(Cl)cc4)C(=O)C23)=C(O)c2ccccc21 (stereo not given)	-7	6	-1.4	-0.2	1	-1	-3	2	2
COc1ccc(N(CC(=O)N/N=C/c2ccc(C(=O)O)cc2)S(=O)(=O)c2ccc(NC(C)=O)cc2)cc1	-1	3	-1.3	-0.1	-3	-5	10	0	1
COc1ccccc1C(=O)NNC(=O)c1cccc(O)c1	4	1	1.3	0.0	3	1	12	2	4
COc1ccc(S(=O)(=O)N2CCN(C(=O)C3CCCO3)CC2)cc1 (stereo not given)	4	0	0.3	0.0	1	-5	-6	-1	5
CC(Sc1n[nH]c(-c2cccs2)n1)C(=O)N1CCCC1 (stereo not given)	x	0	x	0.3	x	x	-9	x	-7
CC(C)CN(C(=O)C(C)N1C(=O)c2ccccc2C1=O)c1c(N)n(Cc2ccccc2)c(=O)[nH]c1=O (stereo not given)	0	1	-3.0	0.1	-6	-7	0	-5	4
CCN(CC)C(=O)c1cc2c(=O)c3cc(Cl)ccc3oc2nc1C	4	0	u	0.0	-4	-2	-2	0	-8
CC1CN(Cc2nc3c(c(=O)[nH]c(=O)n3C)n2CCCc2ccccc2)CC(C)O1 (stereo not given)	-3	0	-2.4	-0.1	3	1	4	-2	7
O=C(NC1CCCCC1)N1CCN(C(=O)c2ccco2)CC1	3	0	1.3	0.3	6	4	-1	0	5
CCOC(=O)c1ccc(NC(=O)c2n[nH]c(=O)c3ccccc23)cc1	-30	0	-2.2	0.0	-8	-1	13	2	0
COc1cc(NC(=O)CSc2nc(=O)n(CCN3CCOCC3)c3c2CCCC3)cc(OC)c1	-5	0	-2.9	0.1	3	2	8	-2	1
O=C(NNc1ccc(F)cc1)c1c(F)cccc1Cl	-3	2	0.1	-0.2	0	7	5	10	4
COc1ccc(Br)cc1/C=N/NC(=O)Cn1nnnc1N	-4	0	-1.9	0.1	3	2	-3	-1	-3
CCOC(=O)c1cccc(NC(=O)CSc2nnc(COc3ccccc3)n2CC)c1	1	3	-1.9	-0.1	-5	1	11	-1	2
COc1ccc(N2CCN(c3nc(=S)n(-c4ccccc4)c(C)c3C(C)=O)CC2)cc1	-5	0	3.2	0.1	0	7	-54	6	-24
O=C(Nc1ccc2ccccc2c1)c1cccc(F)c1	-5	1	-1.4	0.4	0	-5	-13	0	1
CSc1oc(-c2cccs2)nc1S(=O)(=O)c1ccccc1	5	0	3.1	0.0	1	-6	-18	-14	-6
Cc1ccc(C)c(Nc2ncccc2C(=O)NCc2cccs2)c1	10	0	0.8	0.0	-2	6	7	3	5
CCc1ccc(CNC(=O)c2ccc(OC3CCN(C(C)=O)CC3)c(OC)c2)nc1	3	4	-2.3	0.0	-1	-6	11	1	2
CCn1c(NC(=O)c2cccs2)c(-c2cccs2)c(=O)c2ccccc21	4	2	-1.9	0.0	-2	4	3	6	5
CCOC(=O)N1CCC(N(CCOC)C(=O)Nc2ccc(Cl)c(Cl)c2)CC1	1	6	1.8	0.1	-1	-5	9	0	1
CCOC(=O)C1CCN(C(=O)CCc2nnc3ccc(N4CCC(C)CC4)nn23)CC1	3	0	-2.0	0.1	2	6	-12	2	5

Looked up above:
CSc1oc(-c2cccs2)nc1S(=O)(=O)c1ccccc1 in MEX-5 binding = 3.1
COc1cc(NC(=O)CSc2nc(=O)n(CCN3CCOCC3)c3c2CCCC3)cc(OC)c1 in MEX-5 binding = -2.9

Following part.
SMILES	PME-1 primary	GRK2 inh	MEX-5 binding	Efflux pump mplx	Fam108B counter	MCL1 BIM primary	VLA-4 inh	Bcl-xL primary	GLD-1 RNA inh
Cc1cc2nnc(SC(C)C#N)n2c2ccccc12 (stereo not given)	4	1	-2.0	-0.2	0	-5	10	-19	2
COc1ccc2nc(N3CCCC3)[nH]c2c1	-5	0	2.0	0.0	-6	5	14	-3	7
Cc1ccc(S(=O)(=O)NCC(=O)N(CC(=O)NC(C)(C)C)Cc2cccs2)cc1	-4	0	-0.9	0.1	-3	3	0	1	7
COc1ccc(N/C=C/C(=O)c2cc(OC)c(OC)c(OC)c2)cc1	12	1	-1.9	-0.1	4	5	31	2	-7
CCN(CC)C(=O)C1CCCN(C(=O)Nc2ccccc2)C1 (stereo not given)	3	0	4.1	0.5	-1	-3	3	-4	2
S=C(c1c[nH]c2ccc(Br)cc12)N1CCOCC1	0	0	0.6	-0.1	3	5	-6	3	-1
Cc1ccc(S(=O)(=O)CCSc2cccc(C(=O)Nc3ccccc3C(=O)O)c2)cc1	36*	4	x	0.2	-7	22	25	15	-3
CCc1ccccc1N1C(=O)C2CC(C)=C(C)CC2C1=O (stereo not given)	-3	0	2.2	0.0	-2	2	4	4	0
COc1ccc(C)cc1NC(=O)c1ccc(N(C)S(C)(=O)=O)cc1	-5	0	-2.4	0.1	-4	5	8	3	-2
CC(=O)c1ccc(NC2=C(N3CCOCC3)C(=O)c3ccccc3C2=O)cc1	8	0	-1.7	0.1	2	-4	-11	0	4

A second format for 14 compounds above:
Sequence of screens: PME-1 primary	GRK2 inh	MEX-5 binding	Efflux pump mplx	Fam108B counter	MCL1 BIM primary	VLA-4 inh	Bcl-xL primary	GLD-1 RNA inh
O=C(Nc1ccc2ccccc2c1)c1cccc(F)c1
    -5	1	-1.4	0.4	0	-5	-13	0	1
CSc1oc(-c2cccs2)nc1S(=O)(=O)c1ccccc1
    5	0	3.1	0.0	1	-6	-18	-14	-6
Cc1ccc(C)c(Nc2ncccc2C(=O)NCc2cccs2)c1
    10	0	0.8	0.0	-2	6	7	3	5
CCc1ccc(CNC(=O)c2ccc(OC3CCN(C(C)=O)CC3)c(OC)c2)nc1
    3	4	-2.3	0.0	-1	-6	11	1	2
CCn1c(NC(=O)c2cccs2)c(-c2cccs2)c(=O)c2ccccc21
    4	2	-1.9	0.0	-2	4	3	6	5
CCOC(=O)N1CCC(N(CCOC)C(=O)Nc2ccc(Cl)c(Cl)c2)CC1
    1	6	1.8	0.1	-1	-5	9	0	1
CCOC(=O)C1CCN(C(=O)CCc2nnc3ccc(N4CCC(C)CC4)nn23)CC1
    3	0	-2.0	0.1	2	6	-12	2	5
Cc1cc2nnc(SC(C)C#N)n2c2ccccc12 (stereo not given)
    4	1	-2.0	-0.2	0	-5	10	-19	2
COc1ccc2nc(N3CCCC3)[nH]c2c1
    -5	0	2.0	0.0	-6	5	14	-3	7
Cc1ccc(S(=O)(=O)NCC(=O)N(CC(=O)NC(C)(C)C)Cc2cccs2)cc1
    -4	0	-0.9	0.1	-3	3	0	1	7
COc1ccc(N/C=C/C(=O)c2cc(OC)c(OC)c(OC)c2)cc1
    12	1	-1.9	-0.1	4	5	31	2	-7
CCN(CC)C(=O)C1CCCN(C(=O)Nc2ccccc2)C1 (stereo not given)
    3	0	4.1	0.5	-1	-3	3	-4	2
S=C(c1c[nH]c2ccc(Br)cc12)N1CCOCC1
    0	0	0.6	-0.1	3	5	-6	3	-1
Cc1ccc(S(=O)(=O)CCSc2cccc(C(=O)Nc3ccccc3C(=O)O)c2)cc1
    36*	4	x	0.2	-7	22	25	15	-3
